# NR5A2 inv ag – inverse agonists of human LRH-1 (NR5A2) | HEK293T StAR-luciferase reporter, LRH-1 transfected, 24 h | inhibition, % at 3.6 µM | actives 0.13% (n = 360,000) | AID 602396 | O00482;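 active means inhibition above the mean inhibition of all tested compounds plus 3 SD, cut at about 73% in these data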;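 further: 0% = DMSO wells and 100% = reporter-only cells lacking LRH-1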
# NOD2-RIPK2 inh – blocks binding of human NOD2 to RIPK2 | O43353 | CHO BLA complementation NOD2-RIPK2, CCF4 ratio | inhibition, % at 4.98 µM | actives 0.38% (n = 360,000) | AID 624267; in the data active means inhibition above about 21%;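 further: 0% = vehicle only and 100% = reference blocker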
# SRC3 inh – inhibits human SRC3 coactivator. Q9Y6Q9. HEK293 GAL4-SRC3 luciferase reporter, luminescence. inhibition, % at 3.6 µM. actives 0.17% (n = 360,000). AID 588352;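 active means inhibition above a per-campaign cutoff, the mean of all compounds plus 3 SD, cut at about 60% in these data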;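 further: 0% = DMSO-treated cells and 100% = gossypol-treated cells at 36 µM; higher means less SRC3-driven luciferase light from the GAL4 reporter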
# MC4R ag barr – human MC4R agonism via beta-arrestin; U2OS MC4R beta-arrestin complementation, luminescence; percent of melanotan II response, DMSO zero; activation, % at 8.9 µM; actives 0.98% (n = 360,000); AID 540308;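 active means activation above a per-plate cutoff, the mean activation of sample wells on that plate plus 3 SD, cut at about 8% in these data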
# TLR9-MyD88 block – inhibitors of human TLR9-MyD88 binding; AID 504734; inhibition, % at 4.98 µM; actives 0.21% (n = 340,000); CHO BLA complementation TLR9-MyD88, CCF4 FRET ratio;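 active means inhibition above the mean over all tested compounds plus 3 SD, cut at about 21% in these data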;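 further: 0% = DMSO only wells and 100% = clavulanate BLA inhibitor control wells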
# LMP1 NFkB inh – reduces LMP1-driven NF-kappaB luciferase signal | LMP1-induced NF-kappaB luciferase reporter cells, luminescence | actives 0.69% (n = 350,000) | AID 504558 | inhibition, % at 12.5 µM; in the data active means inhibition above about 41%;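 further: 0% = neutral control wells and 100% = reference inhibitor control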
# SRC1 inh – inhibits human SRC1 coactivator. Q15788. HEK293 GAL4-SRC1 luciferase reporter, luminescence. inhibition, % at 3.6 µM. actives 0.12% (n = 360,000);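 active means inhibition above the campaign mean plus 3 SD, with each screening campaign given its own cutoff, cut at about 60% in these data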;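 further: 0% = DMSO treated cells and 100% = gossypol at 36 µM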
# Target sequence (Q15788 whole entry, looked up, the tested form may be a part): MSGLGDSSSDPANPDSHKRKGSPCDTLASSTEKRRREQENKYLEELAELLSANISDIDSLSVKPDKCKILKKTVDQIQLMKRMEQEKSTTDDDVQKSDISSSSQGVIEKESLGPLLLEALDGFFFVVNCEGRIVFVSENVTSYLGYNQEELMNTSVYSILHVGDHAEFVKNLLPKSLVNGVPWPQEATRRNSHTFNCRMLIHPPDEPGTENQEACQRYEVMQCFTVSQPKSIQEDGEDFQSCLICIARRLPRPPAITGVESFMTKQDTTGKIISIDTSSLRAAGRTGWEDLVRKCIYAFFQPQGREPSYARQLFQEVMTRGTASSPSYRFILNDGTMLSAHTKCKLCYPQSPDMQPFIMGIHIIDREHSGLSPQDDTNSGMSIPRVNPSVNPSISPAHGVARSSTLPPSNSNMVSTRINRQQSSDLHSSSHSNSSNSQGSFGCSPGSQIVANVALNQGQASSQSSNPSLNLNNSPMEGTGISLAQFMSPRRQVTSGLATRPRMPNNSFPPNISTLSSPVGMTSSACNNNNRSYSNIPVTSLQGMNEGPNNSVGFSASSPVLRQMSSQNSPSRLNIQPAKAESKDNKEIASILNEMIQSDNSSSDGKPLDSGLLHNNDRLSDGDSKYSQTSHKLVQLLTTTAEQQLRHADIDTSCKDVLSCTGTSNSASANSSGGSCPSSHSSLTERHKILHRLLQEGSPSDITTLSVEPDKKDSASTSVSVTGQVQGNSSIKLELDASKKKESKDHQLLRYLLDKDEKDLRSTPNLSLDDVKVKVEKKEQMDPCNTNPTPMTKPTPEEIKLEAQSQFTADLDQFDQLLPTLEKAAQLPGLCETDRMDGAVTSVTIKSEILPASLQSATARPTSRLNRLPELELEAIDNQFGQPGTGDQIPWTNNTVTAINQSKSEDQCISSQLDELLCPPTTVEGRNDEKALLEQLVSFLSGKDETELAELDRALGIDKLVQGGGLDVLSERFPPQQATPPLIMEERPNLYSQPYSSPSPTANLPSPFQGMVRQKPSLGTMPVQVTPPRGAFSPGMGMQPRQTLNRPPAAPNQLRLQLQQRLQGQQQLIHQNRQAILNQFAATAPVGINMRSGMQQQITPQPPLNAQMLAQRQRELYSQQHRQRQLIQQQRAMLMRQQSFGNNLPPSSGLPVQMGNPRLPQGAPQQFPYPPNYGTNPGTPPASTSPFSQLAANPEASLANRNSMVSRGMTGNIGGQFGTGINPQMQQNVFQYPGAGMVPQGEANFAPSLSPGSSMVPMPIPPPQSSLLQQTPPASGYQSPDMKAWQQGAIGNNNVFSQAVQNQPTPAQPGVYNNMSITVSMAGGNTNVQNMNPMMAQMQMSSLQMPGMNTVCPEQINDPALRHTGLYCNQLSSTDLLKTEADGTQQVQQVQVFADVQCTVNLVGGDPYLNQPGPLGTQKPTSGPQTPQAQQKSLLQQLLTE
# SRC2 inh – human SRC2 (NCOA2) inhibition | AID 651957 | Q15596 | inhibition, % at 9 µM | HEK293 GAL4-SRC2 luciferase reporter, luminescence | actives 0.17% (n = 370,000);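 active means inhibition above the mean inhibition of all tested compounds plus 3 SD, set per campaign, cut at about 52% in these data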;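 further: 0% = DMSO treated cells and 100% = cells given Gossypol at 36 µM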
# ABHD5 PLIN5 PPI – inhibitors of human ABHD5-perilipin-5 interaction. Q00G26+Q8WTS1. Split G. princeps luciferase complementation, luminescence, 4 h. inhibition, % at 4 µM. actives 0.78% (n = 360,000). AID 602281;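 active means inhibition above the mean inhibition across every tested compound plus 3 SD, cut at about 22% in these data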;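 further: 0% = DMSO only wells and the 100% control is not disclosed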
# COUP-TFII inh – inhibitors of human COUP-TFII (NR2F2); inhibition, % at 8.6 µM; HEK293T NGFI-A luciferase reporter, luminescence; actives 0.7% (n = 370,000); P24468;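 active means inhibition above a per-plate cutoff, mean inhibition of test wells between control levels plus 3 SD, cut at about 38% in these data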;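 further: cells cotransfected with COUP-TFII expression vector driving the NGFI-A reporter; 0% = median of COUP-TF2 test wells and 100% = reporter-only cells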
# MC4R antag cAMP – antagonists of human melanocortin 4 receptor (MC4R); actives 0.48% (n = 360,000); AID 540295; inhibition, % at 6.5 µM; P32245; MC4R-expressing cells, MTII-stimulated cAMP, LANCE TR-FRET;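 active means inhibition above its plate's cutoff, the mean of tested wells on that plate plus 3 SD, cut at about 29% in these data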;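 further: 0% = Melanotan II alone and 100% = Melanotan II plus saturating MCL0020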
#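 Assay system: human MC4R-expressing U2OS cells; reagent: Melanotan II stimulation of cells; dosing: 6.5 µM single dose; timing: compound 30 min, challenge 1 h, detection 1 h; signal: TR-FRET cAMP assay; replicates: one well per compound, no replicates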
# Starred values were filed as active, the others as inactive; . = not tested or not shown. These rows are one share of the data; rates above refer to the full screens.
# Under each structure – NR5A2 inv ag	NOD2-RIPK2 inh	COUP-TFII inh	SRC1 inh	MC4R antag cAMP	ABHD5 PLIN5 PPI	TLR9-MyD88 block	LMP1 NFkB inh	SRC3 inh	SRC2 inh	MC4R ag barr
O=C(COC(=O)CNC(=O)C1CCCCC1)Nc1ccc2c(c1)OCCO2
  -7	-11	-10	-8	18	-2	1	0	8	-4	-0.7
Cc1cc(C)n(C(=O)c2nn(C)c(C)c2[N+](=O)[O-])n1
  18	7	3	0	-3	1	3	1	3	-7	-1.9
O=C(Nc1cccc(Cl)c1)Nc1ccc2nccnc2c1
  -124	6	-32	-51	5	3	-9	-19	-37	-32	-1.1
O=C(/C=C/Nc1cccc(F)c1)c1ccco1
  -112	-6	-54	-116	2	2	4	-39	-126	-29	-0.4
Cc1ccc(OC(=O)c2cc(=O)c3ccccc3o2)cc1
  13	-7	11	13	-8	18	-6	-2	17	8	3.1
CC(C)(C)NC(=O)NC(=O)COC(=O)COc1ccc(Cl)cc1Cl
  22	2	-5	-4	2	-1	-3	-1	-6	-22	1.7
CCOc1ccc(-n2c(SCc3ccc(C(=O)OC)o3)nc3c(c2=O)SCC3)cc1
  9	4	-5	-4	8	1	4	0	2	0	-2.6
O=C(Nc1ccnn1C1CCN(Cc2cccc(F)c2F)CC1)C1CCCC1
  3	-1	9	-17	5	12	2	9	-9	-13	-2.5
CC1CC(c2ccccc2)NS(=O)(=O)O1 (configuration not stated)
  14	-9	10	-12	2	4	7	-6	-10	-7	0.4
O=C(O)c1ccccc1/C=N/Nc1ccc(S(=O)(=O)N2CCCC2)cc1[N+](=O)[O-]
  7	-7	-48	9	5	-1	2	-5	4	-18	-1.9
CCCC(=O)Nc1sc2c(c1C#N)CCCCC2
  -95	-17	-32	-70	15	7	-4	-28	-60	-62	3.4
COC(=O)[C@H](Cc1ccccc1)NC(=O)c1ccc2ccccc2n1
  16	-4	-9	-5	6	2	3	-27	21	-26	0.3
CCN1CCN(C(=O)C2c3cc(OC)c(OC)cc3C(=O)N(C)C2c2ccc(SC)cc2)CC1 (configuration not stated)
  11	-7	12	-4	-3	-4	4	7	11	3	0.8
CC(Nc1nc(-c2ccccc2F)nc2ccccc12)c1ccccc1 (configuration not stated)
  8	-1	12	1	15	1	8	-4	10	6	-1.5
CCOC(=O)C1=C(COC(=O)/C=C/c2ccco2)NC(=O)NC1C (configuration not stated)
  -19	1	-7	-12	2	16	0	1	-8	-1	1.7
CC(=O)Nc1ccc2c(O)cc(S(=O)(=O)O)cc2c1
  15	5	2	-24	-3	-1	-2	-6	-2	-5	-2.3
CC1CC1C(=O)OCC(=O)Nc1cccc(Br)c1 (configuration not stated)
  -5	-6	9	-50	-6	-9	-3	0	14	-18	-1.1
O=C(CSc1ccc([N+](=O)[O-])cn1)Nc1ccc2[nH]c(=O)[nH]c2c1
  13	-4	-17	1	-6	-4	-3	-7	0	6	-0.5
Nc1nonc1C(=O)N/N=C\c1cc2c(cc1Cl)OCO2
  15	-10	-7	-9	11	9	-2	-1	26	15	-1.8
COc1ccc(CCN(Cc2nc(-c3ccccc3)no2)Cc2nc(-c3ccccc3)no2)cc1OC
  -3	3	3	-2	7	-2	-2	5	32	-5	-0.8
COc1ccc(C(=O)NCCc2nc3cc([N+](=O)[O-])ccc3n2C)cc1
  -2	-2	5	6	-6	-1	-12	-2	17	-10	-1.8
COc1ccc(/C=N/NC(=O)C2C(=O)NCC2c2ccccc2)c(OC)c1 (configuration not stated)
  -3	-4	-6	5	11	0	-12	0	1	-7	0.0
COc1cc(OC)cc(C(=O)NCC(=O)NCC(c2ccco2)N2CCCCC2)c1 (configuration not stated)
  16	9	-7	-1	-3	8	2	3	-23	1	-2.2
CS(=O)(=O)N(CC(=O)Nc1ccccc1C(=O)NCc1ccco1)c1ccc2c(c1)OCCO2
  -3	4	5	6	2	-6	1	1	2	-9	0.1
C[C@H](CO)N1C[C@H](C)[C@@H](CN(C)C(=O)Nc2ccc(F)cc2)Oc2ccc(NS(C)(=O)=O)cc2C1=O
  -10	6	1	-1	7	5	0	-3	-5	-1	-0.3
COc1ccc(C(=O)N(C)Cc2nc3ccccc3c(=O)[nH]2)cc1S(=O)(=O)N1CCCC1
  12	-13	2	-6	1	2	3	2	11	7	-0.7
CCC(C)(C)NC(=O)CN(C(=O)CCC(=O)Nc1nccs1)c1ccccc1C
  -4	-5	3	5	-1	7	-6	-3	10	-5	1.6
Cc1cccn2c(=O)c3cc(C(=O)NC4CCCCC4)sc3nc12
  14	-5	22	0	-2	-8	-9	-3	8	0	0.7
Cc1ccc(Nc2nnc(SCC(=O)Nc3cccnc3Cl)s2)cc1C
  -28	5	-14	-57	-11	2	0	-2	-36	-35	3.9
CCc1ccc(-c2nnn(CC(=O)N(C3CCCC3)C3CCS(=O)(=O)C3)n2)cc1 (configuration not stated)
  1	-7	6	8	3	5	-12	-8	-8	15	-1.0
CCOC(=O)c1sc(=S)n(-c2ccccc2Cl)c1C
  6	6	1	8	0	-6	-2	-19	-5	5	2.6
Nc1nc(SCC(=O)Nc2ccc(Cl)cn2)n[nH]1
  -13	5	3	8	12	1	6	-6	12	0	-0.7
O=C(NCc1ccc(Cl)cc1)c1ncn[nH]1
  -4	-1	19	-2	-1	3	2	-10	10	-12	-1.1
CC(C)NC(=O)c1cc(=O)n(C)c(=O)n1C
  -1	-1	.	2	3	0	2	0	17	.	-2.1
N#Cc1c(-c2ccccc2)nc(SCC(=O)Nc2ccc(OC(F)(F)Cl)cc2)[nH]c1=O
  3	1	-25	3	9	-3	7	4	-5	-22	-2.5
O=C(OC(C(=O)NCC1CCCO1)c1ccccc1F)c1ccco1 (configuration not stated)
  5	-10	10	1	-6	-4	-7	-21	-15	-16	-1.7
COc1ccc(CNC(=O)N[C@@H](Cc2c[nH]c3ccccc23)C(=O)O)cc1
  13	0	-8	-14	5	-2	0	-6	-2	9	-0.5
Cc1ccc(C(=O)NCCCn2ccnc2)cc1[N+](=O)[O-]
  5	-10	6	-19	16	5	-6	-7	6	-20	1.1
O=C(N/C=C\c1ccccc1)NCc1ccc(Cl)cc1Cl
  -13	0	15	-33	14	-7	-4	-4	-12	-4	1.0
Cc1ccc(C2C3=C(CC(C)(C)CC3=O)Nc3[nH]c(=S)[nH]c(=O)c32)cc1 (configuration not stated)
  3	-1	3	2	3	-21	-79	-2	-4	8	-1.5
COc1ccccc1CC(=O)Nc1ccc2nc(C)sc2c1
  -15	4	8	-8	-1	-6	12	-13	-2	-25	0.4
Cc1ccc(C)c(Nc2nc3ccccc3[nH]2)c1
  4	0	16	1	17	-5	-1	7	2	-7	1.2
O=C1c2ccccc2C(=O)N1CCc1csc(-c2ccc(F)cc2)n1
  10	-3	2	11	2	-3	-1	5	7	-16	3.5
O=C(c1ccco1)N1CCCN(C(=O)c2ccco2)CC1
  9	-6	-7	7	1	2	-3	14	-13	-8	-0.9
CC(=O)CC1OC(=O)C(Br)=C1NCc1ccccc1 (configuration not stated)
  1	-3	11	-8	-4	16	7	-8	3	-6	1.3
COc1ccc(S(=O)(=O)N2CCC(C(=O)NC(C)CCc3ccccc3)CC2)cc1 (configuration not stated)
  15	7	-3	-20	6	-9	1	0	-14	12	3.3
S=C(NCc1ccccc1)NC1CCCCC1
  -11	-14	2	10	10	2	-6	-8	9	4	-3.6
Cc1ccc(Cl)cc1NC(=S)N(Cc1ccco1)C(C)c1cccs1 (configuration not stated)
  2	-4	18	-1	18	-4	4	19	-9	-33	-2.8
Cc1ccc(C(=O)OCC(=O)Nc2sc3c(c2C#N)CCCCC3)cc1NC(=O)c1ccco1
  -4	0	-13	0	16	-6	-1	-6	-1	6	-0.3
Cc1cc(C)cc(Nc2ccc3nonc3c2[N+](=O)[O-])c1
  16	9	9	5	1	-1	9	4	19	17	-2.9
C=CCN(C(=O)CNC(=O)c1cccs1)C(C(=O)NC(C)(C)C)c1ccccc1 (configuration not stated)
  13	-1	4	-24	26	2	-3	-3	14	13	-0.6
CCOC(=O)c1cnn(-c2nc(-c3cccc(F)c3)cs2)c1C(F)(F)F
  2	-1	9	-49	1	0	8	-4	-2	-16	-0.9
Cc1cccc(CC(=O)Nc2cc(C)c3c(=O)oc4ccccc4c3n2)c1
  -9	-11	-3	7	-1	-2	15	11	10	1	3.2
COc1ccc(Cl)cc1CC=NNC(=O)c1ccncc1
  -16	6	-5	3	8	3	-4	-2	-4	-31	0.1
COc1cccc(-c2nnc3n2N=C(c2cc(OC)ccc2OC)CS3)c1
  2	-3	-1	-17	1	-3	-5	7	-2	-37	-0.4
Cc1cccc(NC(=S)NCc2ccccc2Cl)c1C
  3	-11	-4	-7	6	-6	1	3	1	-14	-2.5
CCc1ccc(NC(=O)CCc2ccc(C)o2)cc1
  -4	7	0	-16	8	-8	1	-9	-10	-19	0.4
CCOC(=O)C(=O)N1CCN(CC)CC1
  0	-7	-21	-12	8	8	-14	7	19	7	1.2
Cn1c(=O)c2c(SCC(=O)c3ccccc3)nc(C3CC3)nc2n(C)c1=O
  -4	-2	.	2	18	0	-5	-1	7	.	-0.7
NC1=NC(c2ccccc2)=NC1(NC(=O)c1ccccc1)C(Cl)Cl (configuration not stated)
  -10	-5	-16	9	13	-3	-6	-6	2	-16	-0.1

# Other structures
# Under each structure – NR5A2 inv ag	NOD2-RIPK2 inh	COUP-TFII inh	SRC1 inh	MC4R antag cAMP	ABHD5 PLIN5 PPI	TLR9-MyD88 block	LMP1 NFkB inh	SRC3 inh	SRC2 inh	MC4R ag barr
CS(=O)(=O)N(Cc1ccccc1)c1ccccn1
  16	-5	6	12	-1	1	-7	-2	14	-7	-0.9
CS(=O)(=O)N(CC(=O)NCC1CCCO1)Cc1ccc(Cl)cc1 (configuration not stated)
  -3	-5	14	9	5	2	-1	1	3	1	-1.9
Cc1cc(Br)cc(C)c1OCC(=O)NNC(=O)CCC(=O)NCc1ccccc1
  -9	-14	-11	-10	6	8	8	-5	13	-1	-0.7
COCCCN(Cc1ccco1)C(=O)c1cc2c(s1)-c1ccc(Cl)cc1S(=O)(=O)C2
  -4	2	2	8	15	-10	-13	-3	-40	15	-3.7
